# Vif-APOBEC3G blk: qHTS for Inhibitors of Vif-A3G Interactions: qHTS; DNA dC->dU-editing enzyme APOBEC-3G (Homo sapiens), Q9HC16; HeLa A3G-eYFP + Vif (tagged APOBEC3G with the HIV-1 protein that degrades it), YFP fluorescence, overnight; Potency, µM (highest dose often 46.1 µM), inactives show top-dose activity, negative = active, most hits filed as inhibitors; hit rate 0.076% among 410,000; AID 602310, 2012;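 further: potency means the concentration at half of the fitted maximal effect; on the % scale 0 is the no-effect control and ±100 the full control effect; nearly all actives have a fitted effect of over 60% in size; hits raise eYFP signal because A3G escapes Vif-driven loss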
# Target sequence (Q9HC16 whole entry, looked up): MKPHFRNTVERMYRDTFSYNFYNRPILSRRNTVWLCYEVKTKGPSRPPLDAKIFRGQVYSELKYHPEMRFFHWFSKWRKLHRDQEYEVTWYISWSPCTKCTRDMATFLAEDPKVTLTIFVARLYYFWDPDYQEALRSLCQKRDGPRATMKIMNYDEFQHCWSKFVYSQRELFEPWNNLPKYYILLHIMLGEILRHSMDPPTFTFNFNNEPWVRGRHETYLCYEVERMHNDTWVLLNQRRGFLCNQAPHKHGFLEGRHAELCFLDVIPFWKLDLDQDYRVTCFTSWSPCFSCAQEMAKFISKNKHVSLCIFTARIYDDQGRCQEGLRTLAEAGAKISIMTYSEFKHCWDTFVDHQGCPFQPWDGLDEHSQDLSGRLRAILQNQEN
#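 HeLa cells stably expressing Vif and C-terminally eYFP-tagged A3G, seeded overnight at 37 deg C, then exposed to compound by pintool overnight at 37 deg C. Rise in yellow fluorescence (Ex 488/Em 500-530, Acumen) marks blocked Vif-driven A3G degradation.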
# RGS4 inhibitor: Inhibitors of Regulator of G Protein Signaling (RGS) 4: qHTS | AID 504845, 2011 | Potency, µM (highest dose often 114 µM), inactives show at the top dose activity change, negative = inhibition, hits mostly inhibitors | Regulator of G-protein signaling 4 (Homo sapiens), P49798 | Transcreener GDP fluorescence polarization, RGS4-accelerated GTP hydrolysis | hit rate 0.039% among 390,000; further: potency means the concentration at half of the fitted maximal effect; on the % scale 0 is the no-effect control and ±100 the full control effect; nearly all actives have a fitted effect of over 75% in size; some results filed as inactive show a strong effect at the top dose
# Target sequence (P49798 whole entry, looked up): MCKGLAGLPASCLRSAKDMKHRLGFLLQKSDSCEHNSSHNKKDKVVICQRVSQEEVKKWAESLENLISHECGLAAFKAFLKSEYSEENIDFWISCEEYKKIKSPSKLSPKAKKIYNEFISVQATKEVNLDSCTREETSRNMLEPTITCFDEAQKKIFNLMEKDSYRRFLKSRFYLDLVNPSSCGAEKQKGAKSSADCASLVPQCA
#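 MLSMR compounds (23 nl, pin-transferred) preincubated 10 min at room temperature with a 500nM (2x) first reagent, then RGS4 at 900nM (2x) plus Transcreener GDP mix added; fluorescence polarization (620/688 nm) read before and after 90 min at 30 °C.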
# GRP78 ERSR act: qHTS for Inducers of the Endoplasmic Reticulum Stress Response (ERSR) in Human Glioma: qHTS. U87-MG GRP78 promoter luciferase reporter, 16 h. Potency, µM, for inactives: at the highest dose activation, hits mostly activators. hit rate 0.02% among 420,000; further: potency means the concentration at half of the fitted maximal effect; series mostly up to about 76 µM; % of control where 0% means no effect; nearly all actives have a fitted effect of over 35% in size
#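 Stably transfected U87-MG glioma cells carrying a GRP78-based luciferase sensor; 16 h compound incubation. Luminescence end-point read 10 min after Bright-Glo addition at room temperature.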
# Vif-APOBEC3F blk: qHTS for Inhibitors of Vif-A3F Interactions: qHTS. HeLa A3F-eYFP + Vif (tagged APOBEC3F with the HIV-1 protein that degrades it), YFP fluorescence increase. Potency, µM (titrated, usually from 46.1 µM), inactives show at the top dose activity, negative = active. hit rate 0.2% among 390,000; further: potency means the concentration at half of the fitted maximal effect; % of control where 0% means no effect; nearly all actives have a fitted effect of over 65% in size
#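 HeLa cells stably expressing A3F-eYFP plus Vif, plated and incubated overnight at 37 deg C, then exposed to compounds overnight at 37 deg C. Blocked degradation read as raised yellow fluorescence (Ex 488/Em 500-530).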
# LDHA block: qHTS assay for inhibitors of human lactate dehydrogenase | L-lactate dehydrogenase A chain (Homo sapiens), P00338 | purified LDHA, NADH/diaphorase-resazurin fluorescence; stronger effect = lower value | hit rate 0.15% among 480,000 | activity change, % (values are at about 110 or 230 µM); in the data active means activity change below about -30%; inconclusive means mostly about -25% to -30%;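 further: plate controls were DMSO wells for no effect and wells without enzyme for full effect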
#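 Resorufin fluorescence (ex540/em590), read at 0 and 20 min after diaphorase/resazurin addition, reports the NADH left after a 5 min room-temperature reaction of 2 nM human LDH5 with 0.06 mM NADH and 0.2 mM pyruvate.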
# rTrxR1 inhibitor: qHTS Assay for Inhibitors of Mammalian Selenoprotein Thioredoxin Reductase 1 (TrxR1): qHTS; recombinant rTrxR1, NADPH fluorescence consumption, selenite substrate; Thioredoxin reductase 1, cytoplasmic (Rattus norvegicus), O89049; hit rate 1% among 390,000; Potency, µM (titrated, usually from 114 µM), without a hit: at the top dose activity change, negative = inhibition, actives largely listed as inhibitors; further: potency means the concentration at half of the fitted maximal effect; on the % scale 0 is the no-effect control and ±100 the full control effect; nearly all actives have a fitted effect of over 65% in size
# Target sequence (O89049 whole entry, looked up): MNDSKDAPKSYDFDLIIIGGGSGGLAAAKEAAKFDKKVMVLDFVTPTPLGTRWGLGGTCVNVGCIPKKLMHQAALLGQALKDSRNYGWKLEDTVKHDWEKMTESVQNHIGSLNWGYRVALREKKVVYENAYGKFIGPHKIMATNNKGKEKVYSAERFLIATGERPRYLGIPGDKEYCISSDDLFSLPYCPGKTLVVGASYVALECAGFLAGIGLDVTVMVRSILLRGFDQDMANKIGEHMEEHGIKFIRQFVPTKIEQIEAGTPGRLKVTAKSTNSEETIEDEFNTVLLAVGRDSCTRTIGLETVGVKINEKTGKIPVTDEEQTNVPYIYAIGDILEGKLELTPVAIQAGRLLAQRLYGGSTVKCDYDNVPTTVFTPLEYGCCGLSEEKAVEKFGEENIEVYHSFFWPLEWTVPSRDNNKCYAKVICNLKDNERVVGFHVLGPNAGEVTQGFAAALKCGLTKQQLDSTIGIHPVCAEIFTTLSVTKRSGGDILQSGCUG
#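 Rat TrxR1 (90 nM in the dispensed reagent) was pre-reduced with 400 uM NADPH for 5 min at room temperature, then incubated with compound for 15 min. After 400 uM selenite was added, NADPH fluorescence (Ex 340/Em 450 nm) was followed for 8 min.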
# TrxR1 substrate: qHTS Assay for Substrates of Mammalian Selenoprotein Thioredoxin Reductase 1 (TrxR1): qHTS. purified TrxR1 substrate turnover, NADPH consumption readout. AID 588456, 2011. Potency, µM (series often up to 114 µM), for inactives: top-dose activity change, negative = substrate turnover. Thioredoxin reductase 1, cytoplasmic (Rattus norvegicus), O89049. hit rate 0.01% among 390,000; further: potency means the concentration at half of the fitted maximal effect; on the % scale 0 is the no-effect control and ±100 the full control effect; nearly all actives have a fitted effect of over 50% in size
#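 Rat TrxR1, dispensed at 90 nM, was prereduced with 400 uM NADPH (final) for 5 min at ~22 deg C, then incubated with compound 15 min before 400 uM selenite. A first-read NADPH fluorescence drop versus no-compound background flagged substrates.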
# mIDH1 inhibitor: qHTS for Inhibitors of mutant isocitrate dehydrogenase 1 (IDH1): qHTS; Isocitrate dehydrogenase [NADP] cytoplasmic (Homo sapiens), O75874; IDH1-R132H enzyme, NADPH consumption, diaphorase/resazurin fluorescence; Potency, µM (series often up to 76.6 µM), for the others: at the highest dose activity change, negative = inhibition, actives largely listed as inhibitors; hit rate 0.093% among 390,000; AID 602179, 2012; further: potency means the concentration at half of the fitted maximal effect; on the % scale 0 is the no-effect control and ±100 the full control effect; nearly all actives have a fitted effect of over 65% in size
#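 IDH1-R132H (0.5 ug/mL) preincubated 30 min with compound, then NADPH (0.016 mM) and alpha-KG (2 mM) added; 80 min at RT, pH 7.5. Remaining NADPH coupled via diaphorase/resazurin to fluorescence (540/590 nm); concentration-response curves normalized to no-enzyme control.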
# USP1 inh: Inhibitors of USP1/UAF1: Primary Screen; recombinant USP1/UAF1, Ub-Rhodamine cleavage fluorescence; AID 743255, 2014; Ubiquitin carboxyl-terminal hydrolase 1 (Homo sapiens), O94782; hit rate 0.23% among 390,000; Potency, µM (doses to about 57.1 µM), inactives show at the top dose activity change, negative = inhibition, actives largely listed as inhibitors; further: potency means the concentration at half of the fitted maximal effect; on the % scale 0 is the no-effect control and ±100 the full control effect; nearly all actives have a fitted effect of over 60% in size; inactives centre near -12
#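 USP1/UAF1 complex (1 nM) preincubated 15 min at room temperature with compound, then Ub-Rho substrate (150 nM final) added. Kinetic fluorescence at 480/540 nm over 6 reads at 60 s intervals; 50 mM HEPES pH 7.8, 0.5 mM EDTA, 0.1 mg/ml BSA, 1 mM TCEP, 0.01% Tween-20.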
# * = called active by the depositor; ? = inconclusive; nt = not tested or not shown; & = joins results of further samples; [ ] = dose if it differs, or a comment. Unless noted, the call rests on the fitted dose curve; in most records, active means well fitted curve in the direction sought with a large enough effect; inconclusive means small, poorly fitted or top-dose-only effect, or another doubt; inactive means no such curve, though single readings can be large; an effect the other way counts as inactive or inconclusive. Only part of the results is shown; the hit share may differ from the screen's.
compound	rTrxR1 inhibitor	LDHA block	GRP78 ERSR act	RGS4 inhibitor	mIDH1 inhibitor	Vif-APOBEC3G blk	Vif-APOBEC3F blk	USP1 inh	TrxR1 substrate
Cc1cc(C(=O)COc2cc(F)ccc2[N+](=O)[O-])c(C)n1C1CC1	7%	0	-1%	-16%	1%	1%	-14%	-15%	0%
O=C(Nc1ccc(Oc2cccnc2)cc1)c1cccc([N+](=O)[O-])c1	-22%	-2	5%	4%	17%	4%	-25%	-19%	35%[activator]
Cc1ccccc1NC(=S)NCc1ccc(F)cc1	-10%	-8	0%	-6%	0%	2%	-2%	6%	-5%
CC(C)NC(=O)c1ccc2c(c1)N(CC(=O)Nc1ccccc1F)C(=O)C(C)(C)O2	10%[57.1 µM]	-3	-1%	-15%	9%	-5%	-5%	-13%	1%[57.1 µM]
CCC(C)NC(=O)CSc1ccc(Cl)cc1 (stereo unspecified)	25%	-8	-1%	18%	16%	2%	nt	-5%	7%
C[C@H]1CN([C@@H](C)CO)C(=O)c2c(c3ccccc3n2C)-c2ccccc2CO[C@H]1CN(C)Cc1cccc(F)c1	nt	5	-3%	nt	-25%	-2%	-13%	-16%	nt
Cn1cnnc1SCC(=O)Nc1ccccc1	15%	-11	-1%	-17%	-8%	-1%	3%	-27%	6%
COc1ccc(-c2nnc(SC(C)C(=O)Nc3cccc(Cl)c3)o2)cc1 (stereo unspecified)	6%[57.1 µM]	-1	0%	32%	3%	1%	2%	-12%	5%[57.1 µM]
CC(=NCC1CCNCC1)C1=C(O)CC(C)(C)CC1=O	9%	-8	-4%	1%	1%	-5%	-1%	-22%	7%
O=C(CSc1ncccc1C(=O)O)c1ccccc1F	-3%	0	0%	-7%	-11%	-3%	6%	-9%	-3%
O=C(N/N=C/c1cc(Br)c(O)c(Br)c1)c1cccc(C(F)(F)F)c1	3%	-2	-1%	-35%	5%	-1%	3%	-12%	2%
O=C(NNC1=Nc2ccccc2SC1)c1ccc(Cl)cc1	11%[57.1 µM]	-3	0%	-16%	0%	-1%	-18%	?	5%[57.1 µM]
COc1ccccc1N(C)S(=O)(=O)c1ccc(C(=O)NNC(=O)c2ccccc2O)cc1	7%	2	-4%	8%	-10%	0%	2%	-18%	0%
Cc1cc(C)n(-c2nc3ccccc3c(=O)n2OCCOc2ccccc2)n1	9%[57.1 µM]	0	-8%	-48%[11.4 µM]	2%	0%	1%	-16%	-10%
C=CCC(=O)NC(C)c1cnn(-c2ccccc2C)c1C (stereo unspecified)	27%	2	-2%	0%	0%	0%	-3%	-20%	10%
CCOC(=O)CSc1nnc(CNC(=O)c2ccc(OC)cc2)n1-c1ccc(OC)cc1	14%	-2	-5%	14%[56.9 µM]	11%	0%	-2%	-1%	3%
CC(C#N)Sc1ccc(S(=O)(=O)N2CCCC2)cn1 (stereo unspecified)	-11%	-3	-6%	-15%	2%	0%	1%	1%	-18%
CCCc1nnc(NC(=O)CC(=O)OCC)s1	6%[57.1 µM]	-10	-2%	-23%	-2%	-1%	-2%	-9%	10%[57.1 µM]
O=C(Cn1cc(SCc2cccc(Cl)c2)c2ccccc21)N1CCOCC1	18%&-8%	3&12	1%&1%	-12%&-11%	-11%&3%	-5%&-1%	-3%&8%	-8%&-18%	-5%&-17%
O=C(NC(=S)Nc1ccc(Br)cn1)c1cccnc1	21%	-9	6%	17%	6%	1%	5%	?	2%
CCCN(CC(=O)Nc1ccccc1C)C(=O)c1cnc(C)cn1	-6%	-6	-3%	-4%	4%	0%	4%	-20%	-11%[57.1 µM]
CCOc1ccc2nc(NC(=O)c3ccc(OC)c(S(=O)(=O)N4CCOCC4)c3)sc2c1	-21%	-6	-11%	-20%[56.9 µM]	0%	-1%	-3%	-21%	59%[activator]
Cc1nn(CC(=O)Nc2ccc3c(c2)oc2ccccc23)c(=O)c2ccccc12	13%	-6	-3%	-17%	-1%	-19%	6%	-22%	6%
CC1Cc2ccccc2N1C(=O)CN1CCN(S(=O)(=O)c2ccc3c(c2)OCCCO3)CC1 (stereo unspecified)	nt	-15	-1%	nt	-8%	0%	2%	-1%	nt
Cc1ccc(S(=O)(=O)NCC(=O)OCc2cc(=O)oc3c(C)c(C)ccc23)cc1C	-3%	-4&-6	1%	4%	0%	0%	1%	-9%	-9%
COc1ccc(CN=C(C)c2c(C(F)(F)F)[nH]n(-c3nc4ccccc4s3)c2=O)cc1	9%	-17	4%	9%	3%	-1%	-3%	-13%	-3%
CCOC(=O)N1CCN(C(=O)CSc2nc3nc(C)cc(C)n3n2)CC1	10%	0	-6%	-44%	8%	-4%	-10%	-18%	4%
Cc1cc(Br)ccc1NC(=O)C(NS(=O)(=O)c1cccs1)c1ccccc1 (stereo unspecified)	12%	0	-1%	?	-15%	-7%	2%	-3%	3%
C=C(C(=O)c1ccccc1)C(C)C(=C)C(=O)c1ccccc1	-18%	-4	-15%	-18%	-10%	5µM*	?	-15%	-4%
CC(=O)N1CCCc2cc(S(=O)(=O)N3CCN(c4ccccc4F)CC3)ccc21	21%[57.1 µM]	-4	1%	9%	0%	2%	2%	-11%	8%[57.1 µM]
CSc1c(CC(=O)Nc2ccccc2C(F)(F)F)n(Cc2ccccc2)c2ccccc12	15%[57.1 µM]	-5	-2%	-34%	-6%	-1%	0%	-8%	9%
O=C(CCc1nnc2ccc(NCc3ccccc3Cl)nn12)NC1CCCCC1	3%	2	5%	-14%[11.4 µM]	1%	5%	1%	-22%	4%
C=CCOc1ccc(C2c3c(oc4ccc(C)cc4c3=O)C(=O)N2CCCN2CCOCC2)cc1 (stereo unspecified)	-12%	1	-1%	0%	?	0%	6%	-20%	-5%
Cc1ccc(OCC(=O)Nc2ccc3c(c2)OCCO3)cc1C	5%[57.1 µM]	4	-1%	16%	-2%	-1%	3%	-13%	-4%[57.1 µM]
Cc1cccc(/C=C/c2onc(C)c2S(=O)(=O)N2CCC(C(=O)NC(C)(C)C)CC2)c1	-57%	-5	-5%	8%	-5%	-1%	0%	-1%	23%[57.1 µM]
CC1(C)Nc2ccccc2N(Cc2ccc([N+](=O)[O-])cc2)C1=O	1%[57.1 µM]	-8	0%	-1%	1%	0%	1%	-6%	0%[57.1 µM]
NC(=O)CSC1=Nc2ccccc2C2=NC(c3ccccc3)C(=O)N12 (stereo unspecified)	9%[57.1 µM]	-3	-1%	15%	0%	0%	-15%	-19%	26%[57.1 µM]
CCCn1c(NC(=O)c2ccc(C)cc2)nc2ccccc21	5%[57.1 µM]	-4	-3%	-28%[11.4 µM]	7%	1%	2%	-6%	4%
COc1cc(S(=O)(=O)N2CCN(c3ccccc3F)CC2)c(OC)cc1Cl	0%[57.1 µM]	-3	-1%	27%	-2%	-1%	1%	-6%	3%[57.1 µM]
O=C(Nc1ccc(F)c(Cl)c1)c1cc(S(=O)(=O)N2CCCc3ccccc32)ccc1F	-3%[57.1 µM]	-5	-1%	21%	-3%	0%	-3%	-20%	-9%[57.1 µM]
COc1ccc(N(CC(=O)Nc2ccc3c(c2)OCCO3)S(=O)(=O)c2c(C)nn(C)c2C)cc1	25%	-2	-1%	12%	-18%	2%	-3%	-10%	0%
Cc1ccc(S(=O)(=O)N2CCC(=O)N(CCOC(=O)Nc3cccc(Cl)c3)CC2)cc1	16%	2	-3%	-5%	-6%	-6%	3%	-4%	1%
CC1(C)Cc2c(ccc3ccccc23)/C(=C/C#N)N1	?	1	0%	-36%	6%	3%	-6%	-16%	-1%
O=C(CS(=O)(=O)c1ccccc1)Nc1ccccc1Br	6%	-1	-1%	?	2%	-4%	4%	0%	3%
CCOC(=O)Cc1cc(=O)n2[nH]c(-c3ccccc3)cc2n1	44%[activator]	2	2%	16%	8%	-5%	-9%	-7%	66%[activator]
COc1ccc(NC(=O)CN(c2cc(C)cc(C)c2)S(=O)(=O)c2c(C)noc2C)cc1Cl	17%	0	-3%	-4%	-11%	-2%	0%	?	-10%
Clc1ccc(-c2nnc3sc(-c4ccc(Br)o4)nn23)cc1	-20%	-1	-5%	-25%	6%	7%	?	17%	-1%
